HCMV inh = qHTS Assay for inhibitors of the human cytomegalovirus (HCMV); HFF cells, HCMV-luciferase reporter, 72 h; hits give low values; activity change, negative = inhibition, % at 57.5 µM; 410,000 tested, 4.5% active; AID 1259415, 2018; in the data active = activity change below about -60%; inconclusive = no clear call, values can overlap the other calls; inactive = above about -39%
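Inhibition of viral replication was scored as loss of reporter luminescence in HFFs infected with HCMV-luciferase (MOI 1 PFU/cell) for 72 h; compounds tested at 2 doses, normalized to buffer and Salinomycin controls.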
AMA1-RON2 inh = qHTS for Inhibitors of AMA1-RON; Towards Development of Antimalarial Drug Lead: Primary Screen; Plasmodium falciparum AMA1 (3D7) - RON2 peptide interaction; AlphaScreen AMA1-biotinylated RON2 peptide binding; Potency, µM (titrated, usually from 58.2 µM), inactives show at the highest dose activity change, negative = inhibition, usual class: inhibitors; 360,000 tested, 0.2% active; AID 720542, 2013; active = well fitted inhibition curve with a large enough effect; inconclusive = small, poorly fitted or top-dose-only effect; inactive = no such curve, though single readings can be large or run the other way;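 also: potency is read from the fitted curve at half-maximal effect; 0% = vehicle wells and -100% = peptide control; nearly all actives have a fitted effect of over 45% in size; some results filed as inactive show a strong effect at the top dose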
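AMA1 (3D7) with his tag at 25 nM final met compounds first, then biotinylated RON2 peptide at 25 nM; detection used donor plus acceptor beads, 10 µg/mL apiece, read by AlphaScreen after 30 min at room temperature.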
Active calls of the source: *; ? = inconclusive; [ ] = another dose, or the depositor's remark. Unless noted, % is scaled to controls: 0 for no effect and ±100 for the full control effect. Not all compounds are listed; the hit share may differ from the screen's.

SMILES	HCMV inh	AMA1-RON2 inh
O=C(Nc1ccccc1)OCC1COC(c2ccccc2)(c2ccccc2)O1 (centres undefined)	-12	16%
O=C(Nc1cccc(Cl)c1)OCCOC(=O)Nc1cccc(Cl)c1	8	-3%
O=C(Nc1nc2ccccc2s1)c1ccc2sc([C@H]3C[C@H](O)[C@@H](CO)O3)nc2c1	68	-6%
N#Cc1ccc(C(C(=O)NC2CCCCC2)n2c(=O)c(-c3ccco3)nc3ccccc32)cc1 (centres undefined)	-32	2%
Cc1ccc(CN2CCNC(=O)C2CC(=O)NCCCn2nnc3ccccc32)cc1 (centres undefined)	42	7%
Cc1noc(C)c1NC(=O)N(C)C[C@@H]1Oc2ncc(Br)cc2C(=O)N([C@@H](C)CO)C[C@H]1C	13	-8%
O=C1C=C2c3ccccc3CC(C(=O)O)C2CC1 (centres undefined)	53	3%
O=C(O)C(=Cc1ccnc2ccccc12)C(=O)O	9	-3%
CN(Cc1ccccc1)C(=O)c1cccc(NC(=O)Cc2cccc(NC(=O)C3CCN(C(=O)c4ccccc4)CC3)c2)c1	3	-6%
CC(C)c1ccc(Nc2n[nH]c(=S)s2)cc1	133	66%[activator]
CC(C)Nc1ncnc2c1ncn2[C@H]1CN(Cc2ccc(-c3ccccc3)cc2)C[C@@H](CO)O1	-66*	-4%
COc1ccc(S(=O)(=O)NC(=O)C2(C)CCN2C(=O)Cc2cc(C)cc(C)c2)cc1OC (centres undefined)	-1	-1%

Complete entries from above. Screens in order: HCMV inh, AMA1-RON2 inh
Cc1ccc(CN2CCNC(=O)C2CC(=O)NCCCn2nnc3ccccc32)cc1 (centres undefined) reads 42, 7%
Cc1noc(C)c1NC(=O)N(C)C[C@@H]1Oc2ncc(Br)cc2C(=O)N([C@@H](C)CO)C[C@H]1C reads 13, -8%

(cont.)
SMILES	HCMV inh	AMA1-RON2 inh
CC1C(c2ccccc2)OCCN1C(=S)NC(=O)c1ccccc1 (centres undefined)	-24	113%[activator]
CCC(=O)NCCCc1nc(-c2ccccc2)no1	-20	-6%
O=C(COC(=O)c1c(Cl)cccc1Cl)NCC1CCCO1 (centres undefined)	3	-7%
C[C@H](CO)N1C[C@H](C)[C@@H](CN(C)C(=O)Nc2ccccc2)Oc2ncc(-c3ccc(C#N)cc3)cc2C1=O	-3	-6%
OC[C@@H]1CN(Cc2ccco2)C[C@H](n2cnc3c(NCc4ccc(F)cc4)ncnc32)O1	-69*	-4%
CCCS(=O)(=O)NC(=O)C1(C)CCCN(C(=O)c2cccnc2Oc2ccccc2)C1 (centres undefined)	0	-2%
COC(=O)[C@]12CCCCC=C1N(Cc1ccco1)C(=O)[C@H](CC(=O)NCc1cccc(C(F)(F)F)c1)C2	10	0%
CC(O)(c1ccccc1)c1nc(-c2ccc(F)c(Cl)c2)cs1 (centres undefined)	-2	23%
NCC(=O)NCC(=O)NC1(C(=O)O)CCCC1	-21	8%
C[C@H]1CN([C@@H](C)CO)C(=O)CCCn2nncc2CO[C@H]1CN(C)S(=O)(=O)c1ccc(F)cc1	-9	-2%
COc1ccccc1C(=O)NCC(=O)N(C)Cc1nc2ccccc2c(=O)[nH]1	-8	12%
CCO[C@@H]1OC(C(=O)NC2CC2)=C[C@H](C2CCCCC2)[C@H]1CCCO	-8	26%
CCN(CC(=O)Nc1cccc(F)c1)CC(=O)Nc1ccc2c(c1)OCCO2	8	8%
CC(=O)CC1c2cc(F)ccc2C=C(c2ccsc2)N1c1ccc(-c2ccc(C(N)=O)cc2)cc1 (centres undefined)	-6	2%
CSCCC(C(=O)NCc1ccccc1)n1c(Cc2cc(F)cc(F)c2)nc2ccccc21 (centres undefined)	-18	-16%
COc1ccc(CNS(=O)(=O)CCNCc2ccco2)cc1	9	-1%
Cc1ccccc1OC1(C)CCN(Cc2ccc3ccccc3c2)C1 (centres undefined)	-15	-10%
C[C@]12CCC3C(CC[C@H]4C[C@@H](O)CC[C@]34C)C1=CC[C@@H]2O (some centres undefined)	9	0%
C[C@@H]1CN([C@@H](C)CO)C(=O)CCCn2nncc2CO[C@@H]1CN(C)S(=O)(=O)c1ccccc1C#N	25	-13%
CC(C)(C)S(=O)(=O)N1C[C@@H]2CC/C=C\C/C(c3ccccc3)=C\2[C@H]1CCO	-40	-15%
O=C(Nc1ccccc1Cl)NN1CCCCCC1	-9	18%
COc1ccccc1-c1cccc(-c2nc(C(=O)Nc3nccs3)cc3c2[C@@H](CCO)N(C(C)=O)C3)c1	?	90%[activator]
CCN(CC)C(=O)C1=C(C)N(CCCN2CCCC2=O)C(=O)C(CC(=O)NCC2CCCCC2)C1 (centres undefined)	0	1%
CC1(C)OC(=O)C2=C(C[C@@H](C3CC3)O[C@H]2c2ccc(Cl)cc2)O1	-12	-5%
CCN(CC(=O)Nc1ccccc1C(F)(F)F)C(=O)CN1C(=O)NC(C)(c2ccc3ccccc3c2)C1=O (centres undefined)	-11	16%
N#CCCCC1(CCCC#N)OCCO1	13	6%
O=C(Nc1ccc2c(c1)OCO2)c1ccc2c(c1)S(=O)(=O)c1ccccc1C2=O	6	31%[activator]
CC1(c2nnc(-c3cccc(Cl)c3)o2)CC(c2cccc(Cl)c2)=NO1 (centres undefined)	-9	47%[activator]
C#Cc1ccc([C@@H]2C=C(C(=O)N3CCOCC3)O[C@H](OCc3ccc(CO)cc3)C2)cc1	13	-5%
CC(=O)c1ccc(-c2c(CCO)sc3ccccc23)cc1	68	4%
CCCCNC(=O)C[C@@H]1C[C@@]2(C(=O)OC)CC(C)(C)CC=C2N(Cc2cccc3ccccc23)C1=O	95	-18%
NC1=NC[C@@H](Cc2ccc(O)cc2)N1CCC12CC3CC(CC(C3)C1)C2	0	-25%
Cc1cccnc1C(NC(=O)C1CCN(Cc2ccc(Oc3ccccc3)cc2)CC1)c1ccc(F)cc1 (centres undefined)	90	-28%
CCc1nc2ccc(C(=O)Nc3ccc4c(c3)OCC(=O)N4)cn2c1N(C)C(=O)Cc1ccccc1	-7	-2%
CSc1ccc(Cn2c(C)c(C(=O)NCc3cccc(Cl)c3)sc2=O)cc1	-31	0%
COc1ccc(CCN2C(=O)CCC2(C)c2nnnn2-c2ccc3c(c2)OCCO3)cc1OC (centres undefined)	-83*	3%
Cc1ccc(NC2CCCN(C(=O)c3nonc3C)C2)cc1C (centres undefined)	?	-15%
Cc1noc(C)c1S(=O)(=O)N(C)C[C@H]1OCc2cnnn2CCCC(=O)N([C@@H](C)CO)C[C@H]1C	8	7%
CC1=C(C(=O)OCC(Br)(Br)Br)C(c2cccc([N+](=O)[O-])c2)NC(=O)N1CCCC(=O)O (centres undefined)	-6	-8%
CCc1nc2c(OCCOc3ccccc3)cccn2c1N(C)C(=O)c1cccs1	-15	-8%
CCCCn1c(N)c(N(CCC(C)C)C(=O)CSc2nc3ccccc3n2C)c(=O)[nH]c1=O	-18	-4%[11.6 µM]
CC(O)(c1ccccc1)C(C(c1ccccc1)N1CCOCC1)N1CCOCC1 (centres undefined)	-36	14%
CC(C)c1ccc(NC(=O)C(c2ccccc2)N(C)C(=O)CCc2c[nH]c3ccccc23)cc1 (centres undefined)	73	-22%
CON(C)C(=O)/C=C/c1ccc([B-](F)(F)F)cc1	27	0%
O=C(O)C[C@H]1c2ccccc2S(=O)(=O)N1C1CCCCC1	-13	-6%
COc1cc(CN2CCC(C(=O)NC(c3ccc(-c4ccccc4)cc3)c3cnccn3)CC2)cc(OC)c1 (centres undefined)	8	-23%
Cc1ccc(Nc2ccncc2S(N)(=O)=O)cc1	28	12%
CC[C@@H](NCCCn1ccc(NC(=O)OCc2ccccc2)nc1=O)c1ccccc1	-13	3%
CCOC(=O)[C@]12CCCC=C1N(Cc1ccc(Cl)cc1Cl)C(=O)[C@H](CC(=O)NCc1cccc3ccccc13)C2	?	-6%
Cc1csc(-c2nc3ccccc3n2C(C(=O)NC(C)(C)C)c2ccccc2)c1 (centres undefined)	18	9%
COc1ccc(OCCNC(=O)c2ccc3nc(C)c(N(C)C(=O)CCc4ccccc4)n3c2)cc1	-18	-4%
O=C(NCCC(F)(F)F)C1Cc2c(-c3ccc(Cl)cc3)ccnc2O1 (centres undefined)	?	0%
C=CCCC(=O)N1C[C@H]2CCN(C)[C@H]2C[C@H]1c1ccccc1	1	-3%
Cc1ccccc1-c1nc2ccccc2c(=O)n1/N=C/c1ccc([N+](=O)[O-])cc1	0	2%
Cn1c(-c2ccc(C#N)cc2)c(C#Cc2ccccc2)c2ccccc21	32	263%[activator]
Brc1ccc(-c2nc3c4ccccc4ccn3c2Cc2ccccc2)cc1	32	2%
Nc1c(N(CCO)C(=O)c2ccccc2OCc2ccccc2Cl)c(=O)[nH]c(=O)n1Cc1ccccc1	-14	3%
Nc1nc2ccccc2cc1C(=O)NCc1ccc(-c2ccccc2)cc1	?	0%
O=Cc1c[nH]c2ccc(NC(=O)OCc3ccccc3)cc12	-27	22%
O=C(Nc1ccccc1F)c1ccc2sc([C@H]3C[C@H](O)[C@@H](CO)O3)nc2c1	9	2%

Looked up above:
Reading of `Cc1ccccc1-c1nc2ccccc2c(=O)n1/N=C/c1ccc([N+](=O)[O-])cc1` under AMA1-RON2 inh: 2%
Reading of `Cc1csc(-c2nc3ccccc3n2C(C(=O)NC(C)(C)C)c2ccccc2)c1` (centres undefined) under HCMV inh: 18
Reading of `Brc1ccc(-c2nc3c4ccccc4ccn3c2Cc2ccccc2)cc1` under AMA1-RON2 inh: 2%

Additional results:
SMILES	HCMV inh	AMA1-RON2 inh
CC1([N+](=O)[O-])COP(=O)(Nc2cccc(F)c2)OC1 (centres undefined)	3	13%
C[C@@H]1CN([C@H](C)CO)C(=O)CCCn2nncc2CO[C@H]1CN(C)C(=O)C1CCCCC1	13	4%
CCOC(=O)c1c(NC(=O)COC(=O)c2ccc(S(=O)(=O)C(F)F)cc2)sc(C(=O)N(C)C)c1C	7	8%
O=C(O)C[C@H]1c2cc(F)ccc2S(=O)(=O)N1C1CCCC1	17	-8%
COc1ccc(/C=C/C(=O)Oc2ccc(C=O)cc2OC)cc1	41	-26%
O=C(Nc1ccc2c(c1)OCCO2)C(C1CC1)N1CCC(Cc2ccccc2)CC1 (centres undefined)	-6	-19%
O=C1Nc2ccccc2C(=O)N(c2ccc3c(c2)OCCO3)C1C(=O)NC1CC1 (centres undefined)	62	-3%
CCN1CCN(S(=O)(=O)c2ccc(Cl)c(C(=O)N(CC(C)C)C3CCS(=O)(=O)C3)c2)CC1 (centres undefined)	-4	14%[11.6 µM]

Sorted by heavy-atom count (lowest first): some entries from above.
SMILES	HCMV inh	AMA1-RON2 inh
CON(C)C(=O)/C=C/c1ccc([B-](F)(F)F)cc1	27	0%
CC1([N+](=O)[O-])COP(=O)(Nc2cccc(F)c2)OC1 (centres undefined)	3	13%
O=C(O)C[C@H]1c2ccccc2S(=O)(=O)N1C1CCCCC1	-13	-6%
O=Cc1c[nH]c2ccc(NC(=O)OCc3ccccc3)cc12	-27	22%
COc1ccc(/C=C/C(=O)Oc2ccc(C=O)cc2OC)cc1	41	-26%
O=C(NCCC(F)(F)F)C1Cc2c(-c3ccc(Cl)cc3)ccnc2O1 (centres undefined)	?	0%
Cn1c(-c2ccc(C#N)cc2)c(C#Cc2ccccc2)c2ccccc21	32	263%[activator]
Nc1nc2ccccc2cc1C(=O)NCc1ccc(-c2ccccc2)cc1	?	0%
Cc1csc(-c2nc3ccccc3n2C(C(=O)NC(C)(C)C)c2ccccc2)c1 (centres undefined)	18	9%
O=C(Nc1ccc2c(c1)OCCO2)C(C1CC1)N1CCC(Cc2ccccc2)CC1 (centres undefined)	-6	-19%
CC[C@@H](NCCCn1ccc(NC(=O)OCc2ccccc2)nc1=O)c1ccccc1	-13	3%
CCN1CCN(S(=O)(=O)c2ccc(Cl)c(C(=O)N(CC(C)C)C3CCS(=O)(=O)C3)c2)CC1 (centres undefined)	-4	14%[11.6 µM]
CC(C)c1ccc(NC(=O)C(c2ccccc2)N(C)C(=O)CCc2c[nH]c3ccccc23)cc1 (centres undefined)	73	-22%
CCOC(=O)c1c(NC(=O)COC(=O)c2ccc(S(=O)(=O)C(F)F)cc2)sc(C(=O)N(C)C)c1C	7	8%
COc1ccc(OCCNC(=O)c2ccc3nc(C)c(N(C)C(=O)CCc4ccccc4)n3c2)cc1	-18	-4%
Nc1c(N(CCO)C(=O)c2ccccc2OCc2ccccc2Cl)c(=O)[nH]c(=O)n1Cc1ccccc1	-14	3%
COc1cc(CN2CCC(C(=O)NC(c3ccc(-c4ccccc4)cc3)c3cnccn3)CC2)cc(OC)c1 (centres undefined)	8	-23%
CCOC(=O)[C@]12CCCC=C1N(Cc1ccc(Cl)cc1Cl)C(=O)[C@H](CC(=O)NCc1cccc3ccccc13)C2	?	-6%

High-throughput results from PubChem BioAssay.
